# Assay outcomes: PubChem, National Center for Advancing Translational Sciences (NCATS)
# LmPK inhibitor: qHTS Assay for Inhibitors of Leishmania Mexicana Pyruvate Kinase (LmPK). Q27686. purified LmPK, Kinase-Glo ATP luminescence, 1 h. Potency, µM (top dose mostly 57.5 µM), for inactives: at the highest dose activity change, negative = inhibition, most hits filed as inhibitors. actives 0.37% (n = 290,000); also: potency is read from the fitted curve at half-maximal effect
# Target sequence (Q27686 whole entry, looked up): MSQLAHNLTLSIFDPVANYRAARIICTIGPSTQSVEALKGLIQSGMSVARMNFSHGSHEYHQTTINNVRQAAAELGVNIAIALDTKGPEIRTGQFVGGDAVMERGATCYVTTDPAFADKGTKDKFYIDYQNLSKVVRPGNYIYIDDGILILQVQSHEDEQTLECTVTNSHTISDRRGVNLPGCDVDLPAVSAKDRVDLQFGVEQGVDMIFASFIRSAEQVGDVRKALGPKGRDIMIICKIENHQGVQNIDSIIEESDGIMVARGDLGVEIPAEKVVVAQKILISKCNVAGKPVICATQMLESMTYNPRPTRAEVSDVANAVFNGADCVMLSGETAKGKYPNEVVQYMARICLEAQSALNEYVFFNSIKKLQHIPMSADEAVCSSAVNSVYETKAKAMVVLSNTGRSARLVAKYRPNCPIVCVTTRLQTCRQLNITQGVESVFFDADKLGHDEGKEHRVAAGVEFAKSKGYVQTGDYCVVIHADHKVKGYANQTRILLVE
#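 Kinase-Glo luminescence read after 1 h RT reaction of 0.1 nM LmPK with 0.5 mM PEP and 0.1 mM ADP. Activity scaled between uninhibited and enzyme-free controls.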
# AmpC detergent: qHTS Inhibitors of AmpC Beta-Lactamase (assay with detergent) | actives 0.041% (n = 370,000) | Potency, µM (top dose mostly 114 µM), for the others: at the top dose activity change, negative = inhibition, most hits filed as inhibitors | AmpC hydrolysis of nitrocefin, absorbance 480 nm, 0.01% Triton | P00811;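 also: potency is read from the fitted curve at half-maximal effect; 0% = no-compound wells and -100% = no-enzyme wells; nearly all actives have a fitted effect of over 25% in size; some results filed as inactive show a strong effect at the top dose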
# Target sequence (P00811 whole entry, looked up): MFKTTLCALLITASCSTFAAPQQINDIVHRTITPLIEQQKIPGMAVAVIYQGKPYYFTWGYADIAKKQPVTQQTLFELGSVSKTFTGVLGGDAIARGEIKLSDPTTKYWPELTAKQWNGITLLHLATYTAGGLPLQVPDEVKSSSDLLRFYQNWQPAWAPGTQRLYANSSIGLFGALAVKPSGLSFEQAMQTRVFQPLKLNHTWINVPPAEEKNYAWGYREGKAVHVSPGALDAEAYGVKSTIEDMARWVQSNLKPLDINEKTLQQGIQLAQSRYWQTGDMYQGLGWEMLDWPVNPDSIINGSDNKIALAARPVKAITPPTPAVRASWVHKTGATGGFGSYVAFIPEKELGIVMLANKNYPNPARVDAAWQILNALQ
#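 AmpC (5.3 nM in the dispensed reagent) in 20 mM phosphate pH 7.0 with 0.01% (detergent screen) or 0.0001% Triton X-100 was preincubated with compounds for 15 min at room temperature. Nitrocefin was then added from an 800 uM solution, and hydrolysis was followed at 480 nm.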
# HCV inh: qHTS Assay for Inhibitors of Hepatitis C Virus (HCV); Huh7.5.1 HCVcc-Cre infection, luciferase reporter, 44 h; Potency, µM (titrated, usually from 41.8 µM), inactives show at the highest dose activity change, negative = inhibition, usual class: inhibitors; actives 3.4% (n = 340,000); AID 651820, 2012; also: potency is read from the fitted curve at half-maximal effect
#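 Antiviral activity was scored by luciferase reporter output from cells infected with HCVcc-Cre (~0.5 moi) in presence of compound, 44 h infection period, cells seeded 1,000/well 4 h prior.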
# AmpC no deterg: qHTS Inhibitors of AmpC Beta-Lactamase (assay without detergent). P00811. AmpC nitrocefin hydrolysis, absorbance 480 nm, 0.0001% Triton. Potency, µM (titrated, usually from 57.1 µM), for the others: at the top dose activity change, negative = inhibition, usual class: inhibitors. actives 0.52% (n = 330,000). AID 485341, 2010;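 also: potency is read from the fitted curve at half-maximal effect; plate controls were no compound for no effect and no enzyme for full effect; nearly all actives have a fitted effect of over 20% in size; some results filed as inactive show a strong effect at the top dose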
#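 20 mM phosphate pH 7.0 + 0.01% (detergent screen) or 0.0001% Triton X-100; 5.3 nM AmpC reagent; cpd preinc 15 min RT; nitrocefin (800 uM stock) to start; A480 q20 s × 4 min; Activity was normalised to no-enzyme and no-compound control wells.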
# TbPYK inhibitor: qHTS of Trypanosoma Brucei Inhibitors; pyruvate kinase (Trypanosoma brucei), Q57TT1; TbPYK enzyme, Kinase-Glo Plus ATP luminescence, 45 min; Potency, µM (series often up to 76.8 µM), for the others: top-dose activity, negative = inhibition, hits mostly inhibitors; actives 0.12% (n = 410,000); also: potency is read from the fitted curve at half-maximal effect; nearly all actives have a fitted effect of over 50% in size
#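 ADP (130 uM final) triggers the TbPYK reaction after compound addition; incubation is 45 min at room temperature. Kinase-Glo Plus is then added and luminescence imaged. Normalized data are fitted to concentration-effect curves.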
# AMA1 RON2 block: qHTS for Inhibitors of AMA1-RON; Towards Development of Antimalarial Drug Lead: Primary Screen; Potency, µM (titrated, usually from 58.2 µM), without a hit: at the highest dose activity change, negative = inhibition, hits mostly inhibitors; actives 0.2% (n = 360,000); AlphaScreen AMA1-biotinylated RON2 peptide binding;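 also: potency is read from the fitted curve at half-maximal effect; 0% = vehicle wells and -100% = peptide control; nearly all actives have a fitted effect of over 45% in size; some results filed as inactive show a strong effect at the top dose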
#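 AMA1 (3D7) with his tag at 25 nM final met compounds first, then biotinylated RON2 peptide at 25 nM; detection used donor plus acceptor beads, 10 µg/mL apiece, read by AlphaScreen after 30 min at room temperature.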
# HCMV antiviral: qHTS Assay for inhibitors of the human cytomegalovirus (HCMV). activity change, negative = inhibition, % at 57.5 µM. HFF cells, HCMV-luciferase reporter, 72 h; active compounds read low. actives 4.5% (n = 410,000). AID 1259415, 2018; in the data active = activity change below about -60%; inconclusive = no clear call, values can overlap the other calls; inactive = above about -39%
#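 Compounds were evaluated in HFFs infected with an HCMV luciferase reporter virus (MOI 1 PFU/cell). Luciferase in lysates collected 72 h post infection served as the replication measure.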
# * = called active by the depositor; u = inconclusive; x = no result given; & = joins results of further samples; [ ] = dose if it differs, or a comment. Unless noted, calls follow the shape of the dose curve; as a rule, active = well fitted curve in the direction sought with a large enough effect; inconclusive = small, poorly fitted or top-dose-only effect, or another doubt; inactive = no such curve, though single readings can be large; an effect the other way counts as inactive or inconclusive. Unless noted, % is scaled to controls: 0 for no effect and ±100 for the full control effect.
SMILES,LmPK inhibitor,AmpC detergent,HCV inh,AmpC no deterg,TbPYK inhibitor,AMA1 RON2 block,HCMV antiviral
COC(=O)CN1C(=O)Nc2ccc(Br)cc2C1c1ccccc1 (stereo unspecified),4%,-11%,-15%,0%,1%,-11%,47
O=C1CC(N2CCOCC2)C(=O)N1c1cc(Cl)cc(Cl)c1 (stereo unspecified),4%,-3%,13%,5%,0%,6%,41
CN(C(=O)c1ccncc1)c1nnc(-c2ccncc2)s1,-5%,-5%,23%,-35%,0%,15%,x
CSc1ncccc1C(=O)N1CCCC(N2CCN(c3ccccc3C)CC2)C1 (stereo unspecified),x,x,x,x,2%,13%,u
CCOc1ccc(S(=O)(=O)N2CCC(C(=O)NCc3ccccn3)CC2)cc1Cl,-4%,3%,3%,93%[activator],0%,-9%,33
COc1ccc(CNC(=O)c2cc(C3CC3)on2)cc1,0%,u,-6%,-20%,-3%,7%,62
COCCNC(=O)Cn1nc(N2CCN(c3ccccc3OC)CC2)ccc1=O,x,5%,x,x,6%,x,2
Cc1ccc(NC(=O)C2CCCN(c3nccc(C)n3)C2)c(C)c1 (stereo unspecified),-8%,5%,21%,-10%,-2%,9%,-29
O=C(Nc1ccc(C(F)(F)F)cc1)C1CCCCN1S(=O)(=O)c1ccccc1 (stereo unspecified),x,6%,u,-19%,0%,0%,-19
Cc1ccc(NC(=O)Cn2nc(-c3ccccc3)nc(Cc3ccc(Cl)cc3)c2=O)cc1,x,4%,x,x,-3%,x,-20
Cc1ccc(Nc2ccc(S(=O)(=O)N3CCOCC3)cc2[N+](=O)[O-])c(C)c1,1%,-7%,u,19%,4%,u,-65*
CCOC(=O)c1c(C)[nH]c(C(=O)CN(C)CC(=O)Nc2ccccc2C(F)(F)F)c1C,x,0%,u,71%[activator],4%,36%[activator],25
COc1ccccc1Nc1nnc(SCC(=O)c2cc(C)n(CC3CCCO3)c2C)s1 (stereo unspecified),0%,u,u,21%,-5%,-3%,-76*
O=C(c1ccc(Cl)cc1)c1ccc(OCC(=O)N2CCOCC2)cc1,2%,-12%,u,55%,0%,6%,66
O=C(OCC(=O)N1CCCC1=O)C1COc2ccccc2O1 (stereo unspecified),0%,-17%,6%,-13%,-1%,-8%,8
CC(=O)OC(C(=O)NC1CCCCC1)c1ccncc1 (stereo unspecified),0%,-1%,9%,-12%,5%,-5%,-6
N#Cc1cn(-c2ccccc2)nc1-c1ccco1,-1%,u,-2%,-20%,x,-19%,71
O=C1ON=C(c2ccccc2)/C1=C/c1ccc(OS(=O)(=O)c2ccccc2)cc1,4%,-7%,0%,-32%,-24%,-13%,-32
COC(=O)c1cccc(C(=O)N2CCCC(Nc3ccc4c(c3)OCCO4)C2)c1 (stereo unspecified),3%,3%,2%,-4%,-21%,-11%,-16
COc1ccc(CNS(=O)(=O)c2ccc(NC(=O)N3CCCCC3)cc2)cc1,8%,4%,8.9µM*,-28%,-7%,0%,u
O=C(CN(Cc1ccc(F)cc1)C(=O)CNS(=O)(=O)c1ccccc1)NCC1CCCO1 (stereo unspecified),3%,-6%,10%,12%,0%,20%,-3
CCCn1c(=N)c(C(=O)NCc2cccnc2)cc2c(=O)n3cc(C)ccc3nc21,x,5%,x,x,1%,x,-19
CC(C)C1(C)N=C(c2ncccc2C(=O)O)NC1=O (stereo unspecified),-5%,-9%,9%,-10%,3%,u,19
COc1ccc(S(=O)(=O)n2nc(OC(=O)c3ccccc3Br)cc2N)cc1,2%,u,4%,-59%,2%,15%,39
CCOc1ccccc1C(=O)Nc1cc(=O)n(C)c(=O)n1C,-1%,u,7%,-2%,1%,-9%,u
COc1ccc(S(=O)(=O)NCCSC(C)(C)C)cc1Cl,-1%,u,4%,-13%,1%,9%,-1
COc1cc(S(=O)(=O)N2CCN(Cc3ccccc3)CC2)ccc1Br,2%,-6%,-1%,-18%,-3%,-1%,-31
Cc1cc(C)nc(NC(=O)CSc2nc3ccccc3o2)n1,-1%,4%,-2%,-7%,-9%,12%,71
Cc1ccc(NC(=O)NC2CCCCCCC2)cc1C,0%,2%,5%,-23%,2%,11%,-84*
COc1ccc(CN(C)C(=O)CNC(=O)c2ccc(C)cc2)cc1,1%,1%,-26%,-21%,2%,-13%,20
CS(=O)(=O)N1CCN(C2Cc3ccccc3C2)CC1,-7%,2%,22%,-1%,3%,-9%,6
COCc1nc2ccccc2n1Cc1c(F)cccc1Cl,4%,4%,0%,24%,-2%,-5%,23
COc1ccc([C@@H]2CC=C(C(=O)O)CN2S(=O)(=O)c2ccc(Cl)cc2)cc1,x,-2%,7%,-4%,0%,19%,1
COc1ccc(C(=O)NCC(=O)OCc2ccc(Br)cc2)cc1,-5%,u,16%,-17%,4%,2%,5
CC(C)COC(=O)C(C#N)c1nc2ccccc2nc1N1CCN(Cc2ccc3c(c2)OCO3)CC1 (stereo unspecified),-4%,u,-16%,1%,0%,-12%,-29
COC(=O)c1cc2oc3ccccc3c2n1CC(=O)Nc1cc(OC)cc(OC)c1,x,21%,x,x,1%,x,u
Cc1cc(OC(=O)c2ccccc2)n(CCC#N)n1,-6%,-6%,12%,-10%,3%,39%[activator],1
Cc1cccc(OCCNC(=O)CCc2ccccc2)c1,x,x,14%,x,1%,-5%,11
CCOC(=O)c1ccc(NC(=O)c2cccn(Cc3ccc(C)cc3)c2=O)cc1,x,-4%,x,x,1%,x,-19
Cc1cccc2cc(CN(CC3CCCO3)C(=S)NCc3ccco3)c(=O)[nH]c12 (stereo unspecified),8%,-6%,u,4%,6%,2%,u
CCO[C@H]1OC(C(=O)NC2CC2)=C[C@@H](C2CCCCC2)[C@@H]1CCCO,-1%,3%,-9%,90%[activator],1%,-1%,17
COc1ccccc1NC(=O)N1CCCC1,2%,-1%,16%,-22%,2%,-20%,11
Cc1cccc(OCCNC(=S)NC(=O)c2cccnc2)c1,1%,-5%,-3%,3%,-5%,16%,-38
N#Cc1nc(-c2cccs2)oc1NCc1ccccc1,2%,-5%,6%,-19%,-4%,-8%,16
COC(=O)c1ccc(COc2cccnc2[N+](=O)[O-])cc1,-5%,6%,-6%,-9%,-6%,-4%,-3
O=C(CNC(=O)c1ccc2ccccc2c1)OCC(=O)N1CCN(S(=O)(=O)c2ccc3ccccc3c2)CC1,-1%,-14%,1%,19%,4%,7%,-37
CCc1c(CN2CCN(c3ccccc3F)CC2)csc1C,x,17%,x,x,0%,x,3
CN(Cc1ccco1)c1ncnc2ccc(-c3ccccc3Cl)cc12,x,-4%&0%,x,-10%&-1%,-3%,x,u
COC(=O)c1cc(OC)c(OC)cc1NC(=S)N1CCC(C(N)=O)CC1,-4%,-4%,10%,13%,-7%,0%,13
Cc1ccc(OC(=O)CCNC(=O)c2ccccc2Cl)c(Br)c1,x,u,3%,-18%,-3%,-9%,-6
O=C1C2C3C=CC(C3)C2C(=O)N1c1n[nH]c(-c2ccccc2)n1 (stereo unspecified),-2%,-13%,17%,-19%,-4%,-4%,14
COc1ccc(-n2c(=O)c(CCC(=O)N(C)Cc3ccccc3C)nc3ccccc32)cc1,-1%,-15%,u,35%[11.4 µM],-1%,-13%,-31
Cc1cc(=O)[nH]c(N)n1,3%,2%,15%,3%,6%,7%,-37
O=C(Cn1cc(/C=N/NC(=O)c2cccc(C(F)(F)F)c2)c2ccccc21)Nc1ccc(F)cc1,1%,u,8%,-29%,2%,-5%,-21
CN(Cc1ccc(Cl)c(Cl)c1)C(=O)C1CC(=O)N(c2ccc3c(c2)OCCO3)C1 (stereo unspecified),x,x,x,x,0%,5%,-31
CC(=O)c1ccc(OCc2cc(C(=O)N(C)Cc3ccccn3)no2)cc1,-5%,0%,x,100%[activator],-5%,8%,87
CCOC(=O)Sc1nc2ncncc2[nH]1,x,x,25%,x,-9%,20%,11
O=C(Nc1ccccc1)c1cc(C2COCCN2C(=O)c2cccs2)on1 (stereo unspecified),x,x,x,x,1%,11%,-85*
CCOC(=O)C1CCCN(C(=O)c2ccc(OC)cc2OC)CC1 (stereo unspecified),x,x,x,x,12%,13%,-32
CC1=C(C(=O)Nc2ccc(C)cc2C)C(C(C)C)n2nc(SCc3ccccc3Cl)nc2N1 (stereo unspecified),x,27%,x,x,-2%,x,9
# Later entries.
SMILES,LmPK inhibitor,AmpC detergent,HCV inh,AmpC no deterg,TbPYK inhibitor,AMA1 RON2 block,HCMV antiviral
CC[N+](CC)(CC#Cc1ccccc1)CC(=O)c1ccc(Cl)cc1,3%,u,u,-7%,-3%,18%,-18
Cc1cc(C=C2C(=O)N(C)C(=O)N(C)C2=O)c(C)n1-c1ccccc1,-8%,5%,5%,-20%,3%,-1%,-3
Cc1cc(F)ccc1NC(=O)c1c(C)oc2c1C1=NCCN1C=N2,x,16%,x,x,2%,x,3
Cc1ccc(OCC(=O)O/N=C(\N)c2ccccn2)cc1C,-5%,0%,6%,20%,-5%,40%[activator],-10
CSc1ccccc1OCc1cc(C(=O)N2CCC[C@H]2C(N)=O)no1,1%,-13%,-17%,-17%,-7%,-7%,7
O=C(NCc1ccccn1)c1nnc(Cc2ccc(Cl)cc2)o1,1%,u,1%,-4%,2%,107%[activator],44
